PV pol inh = poliovirus RNA polymerase inhibition. poliovirus polymerase elongation, fluorescence polarization; active compounds read low. % elongation, % (compound at 16.7 µg/mL). hit rate 0.66% among 150,000; in the data active = % elongation below about 90%; note: some results filed as inactive read as strong as hits
Target sequence (P03300 1749-2209 limits assumed): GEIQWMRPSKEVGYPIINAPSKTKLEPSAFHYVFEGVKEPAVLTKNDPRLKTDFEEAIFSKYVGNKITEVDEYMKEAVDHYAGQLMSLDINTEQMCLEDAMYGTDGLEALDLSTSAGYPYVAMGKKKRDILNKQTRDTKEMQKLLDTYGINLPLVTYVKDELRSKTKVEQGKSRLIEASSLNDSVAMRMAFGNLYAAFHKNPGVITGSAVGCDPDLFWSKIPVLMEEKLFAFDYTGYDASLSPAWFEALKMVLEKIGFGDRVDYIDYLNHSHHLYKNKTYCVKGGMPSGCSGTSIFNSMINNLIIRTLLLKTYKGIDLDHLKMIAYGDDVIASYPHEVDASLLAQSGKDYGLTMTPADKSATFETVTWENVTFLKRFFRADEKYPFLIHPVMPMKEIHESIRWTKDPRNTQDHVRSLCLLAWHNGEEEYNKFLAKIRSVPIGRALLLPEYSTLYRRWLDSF
PV pol inh FP z-score = also measured in PV pol inh; calls as there; z-score; measured here: FP z-score; hits read low
Starred values were filed as active, the others as inactive. Some of the compounds tested; count on the stated rates, not on these rows.

SMILES | PV pol inh | PV pol inh FP z-score
CCOC(=O)c1[nH]c(COC(=O)C2CC(=O)N(Cc3ccccc3)C2)c(C(=O)OCC)c1C (configuration not stated) | 101 | -0.3
O=C(NC1CC(=O)N(c2cccc(F)c2)C1)c1ccc(S(=O)(=O)N2CCCCC2)cc1 (configuration not stated) | 107 | 0.1
CCCNC(=O)N1c2ccc(F)cc2CCC1C (configuration not stated) | 103 | 0.3
N#Cc1cnc(Sc2nnc(-c3ccco3)n2-c2ccccc2)nc1N | 101 | 0
Cc1oc2ccc(O)c(CN3CCCC3)c2c1C(=O)Nc1ccc(C(C)C)cc1 | 103 | -0.9
CC(C)(C)N1C(=O)NC(=O)/C(=C\c2cn(Cc3ccccc3)c3ccccc23)C1=O | 101 | -0.1
Cc1cc(N2CCC(C(=O)Nc3cccnc3Cl)CC2)n2nc(C)c(-c3ccc(Cl)cc3)c2n1 | 102 | 0.2
c1ccc(CCc2ccccn2)nc1 | 99 | -1
Cc1cccc(NC(=O)C(C)C(=O)c2ccccc2)c1 (configuration not stated) | 105 | 0.1
O=C(NCCc1ccccc1)C(=O)Nc1cccc(Br)c1 | 102 | -0.3
COc1cccc2sc(N(Cc3cccnc3)C(=O)C3CCCCC3)nc12 | 112 | 1.2
COc1ccc(C(O)C(Nc2ccccc2)c2nc3ccccc3n2C)cc1 (configuration not stated) | 104 | 0.5
Cc1ccc(Cl)cc1NC(=O)C1CCN(C(=O)c2cnn(-c3ccccc3)c2-n2cccc2)CC1 | 104 | -0.5
CN(C)CCN(Cc1ccccc1)S(=O)(=O)c1ccc2[nH]c(=O)ccc2c1 | 109 | 0.4
Cc1ccccc1N=Cc1c(O)[nH]c2ccccc12 | 98 | -0.6
O=C(COC(=O)c1ccco1)NC12CC3CC(CC(C3)C1)C2 | 102 | 0.2
COc1ccc(-n2c(CC#N)nnc2SCc2c(C)c(C)c(C)c(C)c2C)cc1 | 103 | 0
O=C(NCCc1ccccc1)C1CCN(Cc2cc3ccccc3n2Cc2cccc(Cl)c2)CC1 | 106 | -0.2
O=C(O)CCCNc1n[nH]c(=O)[nH]c1=O | 100 | -0.7
Cc1cc(C)cc(Nc2cc(C)nc3nc(-c4ccco4)nn23)c1 | 112 | 0.9
CCC(NC(=O)Nc1cc(C)ccc1OC)c1c(-n2cccc2)sc2c1CCN(C)C2 (configuration not stated) | 101 | -0.2
CCCc1c(C)nc2c(C)cccc2c1SCCC(=O)O | 104 | 0.1
CC(C)NC(=O)c1ccc2ccccc2n1 | 103 | -0.1
Cc1cc(N=NC(=O)c2ccccc2)ccc1O | 101 | 0.1
O=C(Oc1cccnc1)c1cc2ccccc2o1 | 93 | -1
CCCNC(=O)c1ccc2c(c1)c(C)c(C)n2C | 100 | -0.2
COc1ccc(CNC(=O)Cc2c(C)c3c(O)cc(C)cc3oc2=O)cc1 | 112 | 1.1
COc1ccc(-c2nnn3c2nc(NCc2ccccc2)c2ccccc23)cc1 | 104 | -0.1
CCCNC(=O)C1CCN(c2cc(C)nc3c(-c4ccc(Cl)cc4)c(C)nn23)CC1 | 104 | 0.8
COc1ccc(-n2cc(-c3ccccc3)c3c(NCc4ccccc4)ncnc32)cc1 | 103 | 0.5
CCOC(=O)c1cc2n(n1)C(C(F)(F)F)CC(c1ccccc1)N2 (configuration not stated) | 101 | 0
O=C1c2ccccc2C(=O)N1c1ccc2ncccc2c1 | 108 | 0.4
COC(=O)Nc1nnc(SCc2ccc(C)cc2)s1 | 103 | 0.8
CC1CN(C(=O)CCC(=O)NCc2cccs2)c2cc(Cl)ccc2O1 (configuration not stated) | 110 | 0.6
CCOC(=O)c1ccc(NC(=O)N2C3CCC2CC(NC(=O)NC24CC5CC(CC(C5)C2)C4)C3)cc1 (configuration not stated) | 101 | -0.1
Cc1ccc(Cc2c(C)nc3nc(SCC(=O)NCCC(C)C)nn3c2C)cc1 | 107 | 0.6
COCCCNC(=O)CCC(=O)NNc1nc2ccccc2c2nc(-c3ccccc3)nn12 | 106 | 0.3
O=C(/C=C/c1ccc2c(c1)OCO2)N1CCCCC1 | 100 | -0.7
COc1cc(C)c(S(=O)(=O)Nc2cccc(-c3ccc(N4CCCC4)nn3)c2)cc1C | 106 | 0
O=C(Nc1ccc(OC(F)(F)F)cc1)c1ccc(=O)[nH]c1 | 103 | 0.2
CCOC(=O)C1CCN(Cc2nc3sc4c(c3c(=O)[nH]2)CCCC4)CC1 | 108 | 0.7
N#CCOC(=O)c1cnc(Cl)c(Cl)c1 | 104 | -0.3
Cn1c(=O)cc(SCC(=O)N2CCN(c3cccc(Cl)c3)CC2)c2ccccc21 | 102 | -0.2
CCc1nn(CC(=O)NCc2ccc(OC)c(OC)c2)c(=O)c2cc3sc(C)cc3n12 | 105 | -0.4
COc1ccc(OC)c(C(=O)c2coc3c2cc(O)c2ccccc23)c1 | 99 | -0.2
CCOc1ccc(CO[C@@H]2O[C@H](CO)[C@@H](O)[C@H](O)[C@H]2NC(C)=O)cc1OC | 103 | 0.2
Cc1cc(C)c(NC(=O)COC(=O)C2CCC(=O)N2)c(C)c1 (configuration not stated) | 103 | 0.6
COC(=O)C1=C(C)N(C2CCCCC2)C(=O)/C1=C\c1cccs1 | 104 | 0.5
COc1ccc(N2CC(C(N)=O)CC2=O)cc1 (configuration not stated) | 102 | -0.1
Cc1c(CN2CCC(N3CCCCC3)CC2)sc2ccccc12 | 101 | -0.2
COCCNC(=O)c1ccc(Cn2c(SCC(N)=O)nc3ccccc3c2=O)cc1 | 98 | -1.8
CC1(C(=O)Nc2ncc(Cc3ccc(Br)cc3)s2)Cc2ccccc2C(=O)O1 (configuration not stated) | 104 | -0.5
O=C(CNC(=O)c1ccccc1F)OCc1ccccc1 | 101 | -0.2
CC(C)NC(=O)CCC(=O)N1Cc2ccccc2Oc2ncccc21 | 112 | 0.8
CN(/N=C/c1sc2ccccc2c1O)c1ccccc1 | 105 | 0.5
Oc1ccccc1N1CCN(C(=S)NCc2ccccc2)CC1 | 109 | 0.9
CCCOc1ccc(CC(=O)NC(C)CC)cc1OC (configuration not stated) | 100 | -0.4
COc1ccc2c(c1)c1c(c(=O)n(-c3ccc(F)c(Cl)c3)c(=O)n1CC(=O)N1CCCC1)n2C | 109 | 0.4
NC(=S)CC(=O)Nc1ccccc1 | 101 | -1.5
CS(=O)(=O)Nc1ccc(N2CCN(c3ccc(C(F)(F)F)cn3)CC2)nc1 | 103 | 0

Random excerpt: 3 compounds from above.
SMILES | PV pol inh | PV pol inh FP z-score
O=C(Oc1cccnc1)c1cc2ccccc2o1 | 93 | -1
Cc1cc(C)cc(Nc2cc(C)nc3nc(-c4ccco4)nn23)c1 | 112 | 0.9
COc1cc(C)c(S(=O)(=O)Nc2cccc(-c3ccc(N4CCCC4)nn3)c2)cc1C | 106 | 0

Carrying on.
SMILES | PV pol inh | PV pol inh FP z-score
COc1ccc(-c2cn3nc(N4CCC(C(=O)Nc5ccc(C)cc5)CC4)sc3n2)cc1 | 112 | 1.2
NNC(=S)NC12CC3CC(CC(C3)C1)C2 | 100 | -0.4
O=C(NCc1ccco1)c1ccc2c(c1)CCN2S(=O)(=O)c1ccccc1 | 103 | 0.8
CCOC(=O)c1c(CC(C)C)csc1NC(C)=O | 101 | -0.2
CN(C(=O)CSc1nc(N)cc(=O)[nH]1)c1ccccc1 | 101 | -0.1
COc1ccc(-c2nn(CN(CC(C)C)CC(C)C)c(=S)n2CC2CCCO2)cc1 (configuration not stated) | 108 | 0.5
CCOc1cc(CNCc2ccc(CN3CCOCC3)cc2)ccc1OCC(=O)N(C)C | 101 | -0.2
CN(C)c1ccc(NC(=O)CSC2=Nc3ccccc3C3=NC(CCC(=O)NCc4cccs4)C(=O)N23)cc1 (configuration not stated) | 111 | 0.8
CCOC(=O)c1cnn(-c2ccccc2)c1NC(=O)CN1CCOCC1 | 99 | -0.3
CCOc1ccc(N=c2scc(-c3ccc(S(=O)(=O)N4CCCC4)cc3)n2CC)cc1 | 103 | 0.3
O=C(COc1cccc(Cl)c1)N1CCC(c2nc3ccccc3o2)CC1 | 106 | 0.3
CCN(CC)C(=O)c1ccccc1NC(=O)c1cccc(S(=O)(=O)N(CC)CC)c1 | 105 | 1.9
O=C(CCS(=O)(=O)c1ccccc1)Nc1ccc2c(c1)C(=O)NC2=O | 97 | -0.9
Cc1ccc(S(N)(=O)=O)cc1F | 101 | -0.1
CCN(c1cccc(C)c1)c1ccccc1C | 101 | -0.1
CN(C(=O)CSc1cccc[n+]1[O-])c1ccccc1 | 102 | -0.2
O=C(CCCc1ccccc1)Nc1cccc(C(=O)O)c1 | 103 | 0.6
CCCN(C(=O)c1nn(-c2ccc(OC)c(Cl)c2)c(=O)c2c1c1ccccc1n2C)c1ccccc1F | 108 | 0.7
COc1cc(C(=O)NCC(c2ccco2)S(=O)(=O)c2cccs2)cc(OC)c1OC (configuration not stated) | 115 | 1.7
COc1ccc(-c2nc(C=C3C(=O)c4ccccc4C3=O)c3ccccn23)cc1 | 100 | -0.7
Cn1nc(-c2ccc(Cl)cc2)c2cc(C(=O)NCc3ccco3)sc21 | 100 | -0.5
CC(C)(C)NC(=O)N1c2ccccc2Sc2ccccc21 | 104 | 0.7
Cn1c(=Nc2cccc(O)c2)ccc2ccccc21 | 104 | 0.8
COc1ccc(NC(=O)CN(C)C(=O)c2oc3ccccc3c2C)cc1 | 104 | 0.2
Cc1cc(C)c2c3c1C1C=CCC1CN3C(C(=O)O)C1CC=CC21 (configuration not stated) | 97 | -1.2
C=CCc1ccccc1OCCn1c(C2CC(=O)N(Cc3ccc(F)cc3)C2)nc2ccccc21 (configuration not stated) | 109 | 0.4
CCOC(=O)C1CCN(C(=O)C2CCN(c3nnc(C)c4c(C)n(-c5ccccc5)nc34)CC2)CC1 | 116 | 1.7
Cc1cc2occ(CC(=O)Nc3ccc(S(=O)(=O)N4CCOCC4)cc3)c2cc1C(C)C | 105 | 0.5
Cc1ccc(CNC(=O)C2CCN(S(=O)(=O)c3cn(C)cn3)CC2)cc1 | 98 | -1.9
CCOc1ccc(S(=O)(=O)NCC(c2ccc(N(C)C)cc2)N2CCCC2)cc1 (configuration not stated) | 111 | 0.8
O=c1ccc(=O)n(CN2CCN(Cc3ccccc3)CC2)[nH]1 | 105 | 0.7
COC(=O)CSc1nnc(CNC(=O)c2ccc(S(=O)(=O)N3CCCCC3)cc2)n1C | 105 | 1.1
CC(C)(C)S(=O)(=O)CCC#N | 100 | 0.1
CC(C)c1ccc(CNCCSc2nnnn2-c2ccccc2)cc1 | 107 | 0
CC(=O)Oc1ccc2ccc3ccc(OC(C)=O)c4ccc1c2c34 | 98 | -0.7

Molecules above containing an aryl methoxy group:
SMILES | PV pol inh | PV pol inh FP z-score
COc1cccc2sc(N(Cc3cccnc3)C(=O)C3CCCCC3)nc12 | 112 | 1.2
COc1ccc(C(O)C(Nc2ccccc2)c2nc3ccccc3n2C)cc1 (configuration not stated) | 104 | 0.5
COc1ccc(-n2c(CC#N)nnc2SCc2c(C)c(C)c(C)c(C)c2C)cc1 | 103 | 0
CCC(NC(=O)Nc1cc(C)ccc1OC)c1c(-n2cccc2)sc2c1CCN(C)C2 (configuration not stated) | 101 | -0.2
COc1ccc(CNC(=O)Cc2c(C)c3c(O)cc(C)cc3oc2=O)cc1 | 112 | 1.1
COc1ccc(-c2nnn3c2nc(NCc2ccccc2)c2ccccc23)cc1 | 104 | -0.1
COc1ccc(-n2cc(-c3ccccc3)c3c(NCc4ccccc4)ncnc32)cc1 | 103 | 0.5
COc1cc(C)c(S(=O)(=O)Nc2cccc(-c3ccc(N4CCCC4)nn3)c2)cc1C | 106 | 0
CCc1nn(CC(=O)NCc2ccc(OC)c(OC)c2)c(=O)c2cc3sc(C)cc3n12 | 105 | -0.4
COc1ccc(OC)c(C(=O)c2coc3c2cc(O)c2ccccc23)c1 | 99 | -0.2
CCOc1ccc(CO[C@@H]2O[C@H](CO)[C@@H](O)[C@H](O)[C@H]2NC(C)=O)cc1OC | 103 | 0.2
COc1ccc(N2CC(C(N)=O)CC2=O)cc1 (configuration not stated) | 102 | -0.1
CCCOc1ccc(CC(=O)NC(C)CC)cc1OC (configuration not stated) | 100 | -0.4
COc1ccc2c(c1)c1c(c(=O)n(-c3ccc(F)c(Cl)c3)c(=O)n1CC(=O)N1CCCC1)n2C | 109 | 0.4
COc1ccc(-c2cn3nc(N4CCC(C(=O)Nc5ccc(C)cc5)CC4)sc3n2)cc1 | 112 | 1.2
COc1ccc(-c2nn(CN(CC(C)C)CC(C)C)c(=S)n2CC2CCCO2)cc1 (configuration not stated) | 108 | 0.5
CCCN(C(=O)c1nn(-c2ccc(OC)c(Cl)c2)c(=O)c2c1c1ccccc1n2C)c1ccccc1F | 108 | 0.7
COc1cc(C(=O)NCC(c2ccco2)S(=O)(=O)c2cccs2)cc(OC)c1OC (configuration not stated) | 115 | 1.7
COc1ccc(-c2nc(C=C3C(=O)c4ccccc4C3=O)c3ccccn23)cc1 | 100 | -0.7
COc1ccc(NC(=O)CN(C)C(=O)c2oc3ccccc3c2C)cc1 | 104 | 0.2
